Compound activity (PubChem BioAssay)
ALOX12 inh – ALOX12 (human) lipoxygenase inhibition. Potency, µM (highest dose often 108 µM), for the others: top-dose activity change, negative = inhibition, usual class: inhibitors. purified 12hLO, xylenol orange hydroperoxide absorbance. 1.1% of 580,000 active. P18054. AID 1671190; active = well fitted inhibition curve with a large enough effect; inconclusive = small, poorly fitted or top-dose-only effect, or another doubt; inactive = no such curve, though single readings can be large or run the other way
Target sequence (P18054 whole entry, looked up): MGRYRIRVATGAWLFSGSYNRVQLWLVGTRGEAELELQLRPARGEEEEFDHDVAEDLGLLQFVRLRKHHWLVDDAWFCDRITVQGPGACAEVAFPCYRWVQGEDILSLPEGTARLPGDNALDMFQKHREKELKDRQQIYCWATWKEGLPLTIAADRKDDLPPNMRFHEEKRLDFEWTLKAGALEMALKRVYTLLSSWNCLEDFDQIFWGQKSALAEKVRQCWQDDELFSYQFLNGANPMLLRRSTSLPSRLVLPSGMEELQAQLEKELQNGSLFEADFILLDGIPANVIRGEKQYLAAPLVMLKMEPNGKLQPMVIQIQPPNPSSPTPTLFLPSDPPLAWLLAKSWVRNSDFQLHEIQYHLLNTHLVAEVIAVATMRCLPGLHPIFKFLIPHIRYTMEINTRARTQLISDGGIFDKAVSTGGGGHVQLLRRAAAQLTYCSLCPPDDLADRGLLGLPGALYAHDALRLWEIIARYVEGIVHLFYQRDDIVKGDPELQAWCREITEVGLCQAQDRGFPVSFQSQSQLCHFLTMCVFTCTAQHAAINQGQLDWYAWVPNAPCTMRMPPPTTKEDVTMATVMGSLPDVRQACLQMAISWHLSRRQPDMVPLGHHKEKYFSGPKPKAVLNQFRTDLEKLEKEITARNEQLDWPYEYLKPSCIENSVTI
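Purified human 12hLO (150 nM final) in 25 mM Hepes, 0.01% Triton X-100, pH 7.0 was preincubated 15 min at room temperature with compound. Then 40 uM arachidonic acid was added, 30 min. Hydroperoxide was read by Fe-XO absorbance ratio 573/405 nm.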
* = called active by the depositor; ? = inconclusive; [ ] = another dose, or the depositor's remark. % is scaled to controls: 0 for no effect and ±100 for the full control effect; potency is read from the fitted curve at half-maximal effect.

| SMILES | ALOX12 inh |
| --- | --- |
| c1ncc(CN2CC(Oc3ccc4c(c3)OCO4)C2)s1 | 7%[12.5 µM] |
| COc1ccc(CNC(=O)N2CCN(S(=O)(=O)c3cc(F)ccc3F)CC2)cn1 | ? |
| COc1c(Cl)cc(Cl)cc1CNC12CC3CC(CC(C3)C1)C2 | -29% |
| CC(=O)N1CCC(n2c(C)cnc2-c2ccccc2)CC1 | 15% |
| COc1cccc(N2CCN(C(=O)CCc3conc3-c3ccccc3)CC2)c1 | -1% |
| Cc1c(OCCC(C)C)ccc2c(C(F)(F)F)cc(=O)oc12 | -1% |
| COC(=O)c1cc(S(=O)(=O)Nc2ccc(Cl)cc2F)c[nH]1 | -13% |
| Cc1c2c(=O)n(-c3ccc(Cl)cc3)[nH]c2cc(=O)n1Cc1ccc(F)cc1 | -13% |
| O=C(NCCCNC(=O)C1CCCC1)C1CCCC1 | -7% |
| COc1cc(OC)cc(C(=O)N2CCCC3(C2)NC(=O)N(Cc2ccc(C)cc2)C3=O)c1 (stereo not given) | ? |
| COc1ccc2c(CN3CCC(CO)CC3)cc(=O)oc2c1 | -11% |
| CNC(=O)C1(N2CCC[C@H]2C(=O)NC2CCOCC2)CCOCC1 | ? |
| Cc1nnc(N2C(=O)C(O)=C(C(=O)c3cccs3)C2c2ccc(C(C)(C)C)cc2)s1 (stereo not given) | ? |
| Cc1ccc(C(=O)NC2CCN(C(=O)N3CC4CC(C3)[C@H]3CCCC(=O)N3C4)CC2)s1 (stereo not given in full) | -6% |
| CC(C)c1ccc(CC(=O)N2CCCc3ncc(C(=O)NCCc4ccccc4)cc32)cc1 | 53%[activator] |
| CCCNC(=O)CCc1ccc2c(c1)CN(C(=O)C1CC1)CCO2 | 3% |
| COc1ccc(-c2cc3nc4c(c(=O)n3[nH]2)CN(C(=O)c2ccc3[nH]ccc3c2)CC4)cc1 | 34%[activator] |
| COc1cccc(CNC(=O)[C@@H]2C[C@@H](O)CN2C2CCN(C(=O)Cc3ccc(C)cc3)CC2)c1 | 28% |
| COc1ccc(Cl)cc1S(=O)(=O)N1CCC(n2cnnc2C)CC1 | 28% |
| O=C(Cc1ccc(Br)cc1)NC1CCN(C2CC2)C1 (stereo not given) | 29% |
| CCOc1cc2c(cc1CNC(=O)c1cc(S(=O)(=O)NC3CC3)c(Cl)cc1Cl)OC(C)C2 (stereo not given) | -3% |
| CCCN(CCC)S(=O)(=O)c1ccc(SCC(=O)OCC)c([N+](=O)[O-])c1 | ? |
| COc1cc(C(=O)Nc2oc3c(C)cccc3c(=O)c2-c2ccccc2)cc(OC)c1OC | 1% |
| O=C1Nc2cc3c(cc2C1(O)C(F)(F)F)OCO3 (stereo not given) | 2% |
| CC(=O)c1ccc(NC(=O)Cn2c(N3CCc4ccccc4C3)nc(C)cc2=O)cc1 | ? |
| O=C(COc1ccc(F)cc1F)N1C[C@H]2CC=CC[C@H]2C1 | 24% |
| COC(=O)C[C@@H]1CC[C@H](NC(=O)Cc2ccccn2)[C@@H](CO)O1 | -1% |
| CCCCc1nn2c(=O)cc(COC(=O)CSc3ccc(C)cc3)nc2s1 | 7% |
| O=C(CC1CCCCC1)N1CCN(c2cc(-c3ccccc3)[nH]n2)CC1 | -1% |
| CC1=NOC2(CCN(Cc3ccc(C#N)cc3)C2)C1 (stereo not given) | 85%[activator][176 µM] |

A second format for part of the listing above:
SMILES: CC(=O)c1ccc(NC(=O)Cn2c(N3CCc4ccccc4C3)nc(C)cc2=O)cc1
  ALOX12 inh = ?

SMILES: CCOc1cc2c(cc1CNC(=O)c1cc(S(=O)(=O)NC3CC3)c(Cl)cc1Cl)OC(C)C2 (stereo not given)
  ALOX12 inh = -3%

SMILES: O=C1Nc2cc3c(cc2C1(O)C(F)(F)F)OCO3 (stereo not given)
  ALOX12 inh = 2%

SMILES: O=C(CC1CCCCC1)N1CCN(c2cc(-c3ccccc3)[nH]n2)CC1
  ALOX12 inh = -1%

Following part.
| SMILES | ALOX12 inh |
| --- | --- |
| O=C(NCc1cnn(-c2ccccc2)c1)C1CCN(S(=O)(=O)c2cccc(C(F)(F)F)c2)CC1 | ? |
| CCCCC1C(=O)N(C)CCN1C(=O)Cn1ncc(N(C)C)cc1=O (stereo not given) | 18% |
| CC(C)C[C@@H]1N[C@H](C(=O)NCc2ccc(C(F)(F)F)cc2)Cc2c[nH]c3cccc1c23 | -2%[176 µM] |
| O=C(c1ccncc1)N1CCC(Cc2nc(C3CC3)n[nH]2)CC1 | 31%[activator] |
| CCN1C(=O)C2(CCN(C(=O)NCCC(C)C)CC2)c2ccccc21 | 38%[activator] |
| COc1ccc2c(C)nc(Nc3nc(C)cc(=O)[nH]3)nc2c1 | -1% |
| O=C(Cc1cccc(Cl)c1)N1CCC2(CC1)CC(O)CCO2 (stereo not given) | -2% |
| CNC(=O)[C@H]1C[C@H](Oc2ccccc2)CN1C(=O)CCc1ccc(OC)cc1 | 41%[activator] |
| O=C(NC1CC1)[C@@H]1CN(Cc2c(F)cccc2Cl)C[C@H]1CO | 3% |
| CCOC(=O)C1(Cc2ccccc2)CCCN(C(=O)c2ccccc2SC)C1 (stereo not given) | 23% |
| COc1ccc(C(=O)N2CCn3c(nn(-c4ccc(Cl)cc4)c3=O)C2)cc1 | 0%[6.33 µM] |
| COc1ccc(CCC(=O)N2CC(c3nnc(C(C)C)o3)C3(CCOCC3)C2)cc1 (stereo not given) | 19% |
| CN1C(=O)c2cccn2CC1CNC(=O)CCc1ccccc1 (stereo not given) | 10% |
| CCCCC(=O)Nc1ccc(NC(=O)c2cccc3c(Br)cccc23)cc1OC | -23% |
| C=CCCC1CN(Cc2ccc(OC)cc2)S(=O)(=O)c2c(cccc2Sc2ccc(OC)c(OC)c2)O1 (stereo not given) | 6% |
| CN1C(=O)c2cccn2CC1CNC(=O)Nc1ccccc1 (stereo not given) | 5% |
| Cc1ccc(N2C(=O)N[C@@H]3CCN(C(=O)c4ccccc4)[C@@H]3C2=O)cc1 | 25%[176 µM] |
| C=CCN1[C@H](C)COc2cc(N3CCCC3)ccc2S1(=O)=O | 1% |
| O=C(N[C@H]1C[C@H]2C(=O)Nc3ccc(-c4cccs4)cc3C(=O)N2C1)c1ccccc1 | 7%[176 µM] |
| Cc1ccccc1NC(=O)c1c(NC(=O)COCC(=O)O)sc2c1CCCCC2 | ? |
| COc1ccc(C2C=C(c3ccc(F)cc3)Nc3nnnn32)cc1OCc1ccccc1 (stereo not given) | -25% |
| Cc1ccc(S(=O)(=O)N(C)C(C)c2cc3ccccc3o2)c(C)c1 (stereo not given) | -5% |
| CCC(C)Oc1ccccc1CN1CCC(CO)(CN2CCCC2)CC1 (stereo not given) | -3% |
| COc1ccc(Cc2nc3nccc(-c4ccc(OC)cc4F)n3n2)cc1 | -12% |
| CCN(CC)C(=O)CSc1nc2ccc(NC(=O)c3ccc(C)cc3)cc2s1 | ? |
| COC(=O)C1=CN(c2ccc(OC)cc2)C(N)=C(C#N)C1c1cccc2ccccc12 (stereo not given) | ? |
| CN1CCC(C(=O)N2CCC3(CC2)CN(C(=O)Cc2ccc(Cl)cc2)CCO3)CC1 | 4%[6.33 µM] |
| Cc1cc(=O)oc2cc(NC(=O)Cc3cccc(F)c3)ccc12 | -4% |
| Cc1nc2cc(F)ccc2cc1C(=O)N(Cc1cccnc1)C(C)C | 9% |
| COc1ccc(-c2noc(Nc3cc(C)cc(C)c3)n2)cc1 | -6% |
| COc1ccc(C(=O)N2CCn3c(nn(-c4ccncc4)c3=O)C2)cc1 | 14% |
| Cc1ccc(OCc2nnc(NC(=O)Cc3cccs3)s2)cc1 | -1% |
| Cc1ccccc1NC(=O)N1CCC(CCNC(=O)c2cc(F)ccc2F)CC1 | 52% |
| Cc1cc(C)c(S(=O)(=O)n2cnc3ccccc32)cc1C | 6% |
| N#Cc1nc(-c2cccc3ccccc23)oc1NCc1ccc2c(c1)OCO2 | 32µM* |
| O=C(O)CC1(CC(=O)Nc2ccccc2CO)CCCCC1 | -7% |
| Cc1cccc(N2C(N)=C(C#N)C3(C(=O)N(Cc4ccccc4F)c4ccccc43)C3=C2COC3=O)c1 (stereo not given) | 11% |
| COCCN1CC(CO)C2(CCN(Cc3c[nH]c4ccccc34)CC2)C1 (stereo not given) | 41%[activator] |
| COC(=O)[C@H](C(C)C)N(CCc1cn(CC2CCCCC2)nn1)S(=O)(=O)c1ccccc1Br | 19% |
| Nc1nc(CC(=O)N2CCCC(CNC(=O)c3ccc(F)cc3)C2)cc(=O)[nH]1 (stereo not given) | 1% |
| CC(=O)Nc1cccc(C(=O)N2CCCC(n3cc(-c4nc(C5CC5)no4)nn3)C2)c1 (stereo not given) | 14% |
| CCn1nc(C(=O)OCC(=O)c2cc(C)n(CCC(C)C)c2C)c2ccccc2c1=O | 63%[activator] |
| CN1c2cc(C(=O)NCc3ccc(OC(F)(F)F)cc3)ccc2C(=O)N2CCCCC21 (stereo not given) | 0% |
| C#CCNC(=O)c1ccccc1NCC(=O)Nc1ccccc1OC(F)F | -2% |
| Cc1ccc(C(=O)N(CC(C)C)CC2CN(C(=O)c3ccc(Cl)c(Cl)c3)CCO2)cc1 (stereo not given) | 0% |
| Cc1ccc(Nc2nc(C)c(C(=O)Nc3ccccc3)s2)cc1 | ? |
| CNC(=O)c1ccc(CN2C(=O)C(C)=C(c3ccc(C)c(C)c3)S2(=O)=O)cc1 | -14% |
| CCN(CC)Cc1ccc2c(c1)CN(C(=O)Cc1c[nH]c3ccccc13)CCO2 | -6% |
| Oc1ccccc1C=Nc1ccc(Cl)c(C(F)(F)F)c1 | -13% |
| Cc1cc(N2CCN(C(C(=O)NC3CCCC3)C(C)(C)C)CC2)c2ccccc2n1 (stereo not given) | -27% |

(further entries)
| SMILES | ALOX12 inh |
| --- | --- |
| O=C(CC1C=CCC1)NCCc1cccs1 (stereo not given) | -17% |
| CC(=O)N1CCC(C(=O)Nc2ccc(Br)cc2)CC1 | -2% |
| O=C(NC1CCCC1)N1CC(Oc2ccc(-c3nc(-c4ccccc4)no3)cc2)C1 | -7% |
| Cn1cncc1C(=O)N1C[C@@H](COCC2CC2)[C@H](c2ccccn2)C1 | 36%[activator] |
| CC(COc1ccccc1C#N)CN1CCC(C(O)(c2ccccc2)c2ccccc2)CC1 (stereo not given) | ? |
| COc1ccc2c(c1)CN(Cc1ccccc1Cl)CC[C@H]1COC(=O)N21 | 15%[176 µM] |
| COc1cc(CCC(=O)N2C[C@@H](CN3CCN(C)CC3)[C@@H](CO)C2)ccc1C | 35%[activator] |
| COC(=O)C[C@@H]1C=C[C@@H](NC(=O)c2ccccc2F)[C@@H](CO)O1 | 2% |
| CN1CCN(c2nc3c(c(=O)[nH]2)CCN(Cc2cc(F)cc(F)c2)CC3)CC1 | 31% |
| COc1cc(OC)c(C(=O)OCC(=O)Nc2c(C(C)C)cccc2C(C)C)cc1OC | ? |
| CCC(C)c1ccc(NC(=S)NNC(C)=O)cc1 (stereo not given) | -14% |
| CSc1ccc(-c2ccc3c(c2)C(=O)N2CCN(C(=O)C4CCCCC4)C[C@@H]2C(=O)N3)cc1 | -10% |
| COC(=O)c1ccc(Oc2c(C)oc3cc(OCC(=O)c4ccc(OC)cc4)ccc3c2=O)cc1 | -1% |
| CCc1noc(-c2cccn3c(CNC(=O)c4cc(C)ccc4C)nnc23)n1 | 67%[activator] |
| CC(C)(c1ccccc1)c1ccc(OC(=O)C2CCS(=O)(=O)C2)cc1 (stereo not given) | ? |
| Cc1nn(CC(C)C)c2sc(C(=O)NCc3ccc(S(=O)(=O)N4CCOCC4)cc3)cc12 | -1% |
| O=C(O)c1ccc(CN2CCC(c3cc(N4CCCC4)ncn3)CC2)cc1 | 0% |
| Cc1ccccc1-n1c(C)nnc1SCC(=O)Nc1c(C#N)c(C)c(C)n1Cc1ccco1 | -16% |
| COc1ccc(CN2C(=O)CCC2(C)c2nnnn2C2CCCCC2)cc1 (stereo not given) | 0% |
| COc1ccc(OC)c(S(=O)(=O)NCCc2ncc(C)n2C(C)C)c1 | 25% |
| CC(C)(C)OC(=O)N[C@H]1C=C[C@@H](CC(=O)OCC(F)(F)F)C1 | ? |
| O=C(CSc1nnnn1-c1ccccc1C(F)(F)F)Nc1ccc2nccnc2c1 | -8% |
| O=C(CCc1ccccc1)N1CCCC(n2cc(-c3nc(-c4ccccc4)no3)nn2)C1 (stereo not given) | -10% |
| O=C1NCc2ccccc2CC12CCN(Cc1ccccc1F)C2 (stereo not given) | 6%[6.33 µM] |
| Cc1ccccc1[S+](=O)([O-])N1CCC2OCCN(Cc3ccccc3F)C(=O)C2C1 (stereo not given) | 2%[176 µM] |
| Cc1cccc(C)c1NC(=O)C1C(c2ccc3c(c2)OCO3)=Nc2ccccc2N1C(=O)c1ccccc1 (stereo not given) | 1% |
| CCOc1ccc(NC(=O)c2nn(-c3cc(OC)cc(OC)c3)c(=O)c3ccccc23)cc1 | -1% |
| CCc1ccc(CNC(=O)C2CCCN(C(=O)c3cccc(C(F)(F)F)c3)C2)cc1 (stereo not given) | -21% |

Reformatted: 5 of the compounds above.
ALOX12 inh	mol
1%	Cc1cccc(C)c1NC(=O)C1C(c2ccc3c(c2)OCO3)=Nc2ccccc2N1C(=O)c1ccccc1 (stereo not given)
2%[176 µM]	Cc1ccccc1[S+](=O)([O-])N1CCC2OCCN(Cc3ccccc3F)C(=O)C2C1 (stereo not given)
-10%	O=C(CCc1ccccc1)N1CCCC(n2cc(-c3nc(-c4ccccc4)no3)nn2)C1 (stereo not given)
-8%	O=C(CSc1nnnn1-c1ccccc1C(F)(F)F)Nc1ccc2nccnc2c1
?	CC(C)(C)OC(=O)N[C@H]1C=C[C@@H](CC(=O)OCC(F)(F)F)C1

These rows are one share of the data; count on the stated rates, not on these rows.
